Compound activity (PubChem BioAssay)
CHO-K1 Ca antag = M1 antagonist counterscreen hit in parental CHO-K1 cells; AID 602250; ATP-induced calcium, Fluo-8 fluorescence; hit rate 0.6% among 360,000; inhibition, % at 3 µM;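 active means inhibition above a per-plate cutoff, the plate's mean sample inhibition plus 3 SD, cut at about 24% in these data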;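 further: 0% = DMSO plus EC80 ATP and 100% = DMSO alone without ATP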
CHRM4 agonist = human M4 muscarinic receptor agonists, primary screen, CHO-K1 cells, Fluo-8 calcium fluorescence | activation, % at 3 µM | Muscarinic acetylcholine receptor M4 (Homo sapiens), P08173 | hit rate 0.14% among 360,000 | AID 624127, 2012 | CHO-K1 hM4/Gqi5; vehicle 0%, full acetylcholine response 100%;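 active means activation above the run mean over all test wells plus 3 SD, cut at about 32% in these data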;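 further: peak over basal fluorescence ratio per well then scaled between controls; 0% = DMSO wells and 100% = acetylcholine at EC100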
Target sequence (P08173 whole entry, looked up): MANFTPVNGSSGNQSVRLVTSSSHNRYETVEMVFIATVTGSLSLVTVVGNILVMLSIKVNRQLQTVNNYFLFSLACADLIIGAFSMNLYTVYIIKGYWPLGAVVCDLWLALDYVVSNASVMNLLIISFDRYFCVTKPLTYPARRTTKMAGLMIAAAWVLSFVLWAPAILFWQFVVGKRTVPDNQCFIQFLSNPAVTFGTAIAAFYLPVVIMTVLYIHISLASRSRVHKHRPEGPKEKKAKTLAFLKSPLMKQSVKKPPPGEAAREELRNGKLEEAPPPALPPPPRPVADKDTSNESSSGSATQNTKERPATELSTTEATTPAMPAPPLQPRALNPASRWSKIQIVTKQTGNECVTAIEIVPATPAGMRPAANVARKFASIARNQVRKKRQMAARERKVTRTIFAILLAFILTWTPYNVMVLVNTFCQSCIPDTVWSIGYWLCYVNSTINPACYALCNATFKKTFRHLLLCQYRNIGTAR
M1 ag parental = counter-screen for M1 agonists: effect in parental CHO-K1 cells; Fluo-8 calcium fluorescence; scaled to maximal ATP response, vehicle zero; hit rate 0.48% among 360,000; activation, % at 3 µM; in the data active means activation above about 15%;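 further: untransfected CHO-K1 host cells lacking M1 receptor as counterscreen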
OXTR potentiate = human OXTR potentiators, primary screen, fluorescence, CHO-OTR cells, Fluo-8 calcium | hit rate 0.061% among 320,000 | activation, % at 3 µM | Fluo-8 calcium fluorescence, potentiator mode; 0% = oxytocin EC15, 100% = EC100;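 active means activation above that plate's cutoff, the mean activation of tested compounds plus 3 SD, cut at about 6.6% in these data, passing the limit was not always enough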;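 further: 100% uses oxytocin at 75 nM as the full agonist control; some results filed as inactive read as strong as hits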
Target sequence (P30559 whole entry, looked up): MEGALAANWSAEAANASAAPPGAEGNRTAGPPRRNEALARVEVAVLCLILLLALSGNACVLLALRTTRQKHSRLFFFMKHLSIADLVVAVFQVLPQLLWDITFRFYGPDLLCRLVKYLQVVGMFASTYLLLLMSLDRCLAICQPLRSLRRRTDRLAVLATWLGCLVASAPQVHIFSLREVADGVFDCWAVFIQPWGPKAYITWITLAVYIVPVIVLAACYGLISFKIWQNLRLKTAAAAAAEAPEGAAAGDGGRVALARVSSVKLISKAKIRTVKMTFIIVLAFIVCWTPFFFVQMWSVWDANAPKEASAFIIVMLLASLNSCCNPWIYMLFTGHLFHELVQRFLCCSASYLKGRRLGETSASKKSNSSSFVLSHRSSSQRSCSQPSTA
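Assay system: CHO-OTR cells, human receptor / Also added: oxytocin at about EC15, sub-maximal agonist stimulus / Dosing: single dose, 3.0 µM nominal final compound concentration / Incubation: 6 min pre-incubation, 100 s read / Technique: Fluo-8 calcium dye fluorescence / Read-out: % activation vs EC15 and EC100 oxytocin / Benchmarks: EC15 oxytocin low, 75 nM oxytocin high / Replicates: singlicate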
CHO parental Ca = ATP-evoked calcium signal inhibitors, parental CHO, primary screen, counter-screen for OX1R antagonist project, cell-based, fluorescence, Fluo-8 calcium dye; parental CHO-K1, ATP-induced calcium, Fluo-8 fluorescence; inhibition, % at 5.6 µM; AID 463079, 2010; hit rate 0.63% among 330,000;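 active means inhibition above that plate's mean sample inhibition plus 3 SD, cut at about 26% in these data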;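 further: 0% = ATP-challenged DMSO wells and 100% = DMSO wells without ATP; some compounds past the cut are filed as inactive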
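Measured by: calcium-sensitive Fluo-8 fluorescence / Test system: CHO parental line / Controls: ATP-challenged DMSO wells low, unchallenged DMSO wells high / Measure: % inhibition / Compound: single nominal dose of 5.6 µM per compound / Replicates: single well per compound, no replicates / Reagent: ATP as calcium-mobilizing challenge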
M1 ag = human M1 muscarinic receptor agonists, primary screen, Fluo-8 calcium fluorescence, CHO-K1 cells, HTS. AID 588814, 2011. activation, % at 3 µM. hit rate 0.33% among 360,000. CHO-K1 hM1, agonist mode; 0% DMSO, 100% acetylcholine EC100. Muscarinic acetylcholine receptor M1 (Homo sapiens), P11229;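 active means activation above the run's mean compound activation plus 3 SD, cut at about 16% in these data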;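 further: peak over basal fluorescence ratio within a 140 s kinetic read after compound addition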
M1 PAM = human M1 muscarinic receptor positive allosteric modulators, primary screen, CHO-K1 cells, Fluo-8 calcium fluorescence, 1536-well; Muscarinic acetylcholine receptor M1 (Homo sapiens), P11229; CHO-K1 hM1, ACh EC20; 0% = ACh EC20, 100% = maximal ACh; activation, % at 3 µM; hit rate 0.088% among 360,000; AID 588819, 2011; in the data active means activation above about 19%, passing the limit was not always enough
M4 antag = human M4 muscarinic receptor antagonists, primary screen, CHO cells, Fluo-8 calcium fluorescence; CHO-hM4 cells, ACh EC80; inhibition, % at 3 µM; hit rate 0.73% among 360,000; AID 624125, 2012;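 active means inhibition above its plate's cutoff, the mean inhibition of sample wells plus 3 SD, cut at about 27% in these data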;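 further: 0% = acetylcholine EC80 with DMSO and 100% = DMSO without agonist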
M1 antag = human M1 muscarinic receptor antagonists, primary screen, CHO-K1 cells, Fluo-8 calcium fluorescence, 1536-well. Muscarinic acetylcholine receptor M1 (Homo sapiens), P11229. CHO-K1 hM1, ACh EC80 antagonist. inhibition, % at 3 µM. hit rate 1.3% among 360,000. AID 588852, 2011;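 active means percent inhibition above its own plate's cutoff, namely the mean of that plate's compound wells plus 3 SD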;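 further: peak over basal fluorescence ratio during 140 s after agonist addition; 0% = ACh EC80 plus DMSO and 100% = DMSO alone without agonist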
Active calls of the source: *; nt = no result given.

SMILES	CHO-K1 Ca antag	CHRM4 agonist	M1 ag parental	OXTR potentiate	CHO parental Ca	M1 ag	M1 PAM	M4 antag	M1 antag
CCN(CC)C(=O)CSc1nc(O)c(Cc2ccccc2)c(=O)n1-c1ccc(C)cc1	4	0	-0.4	-7	2	-1	4	4	2
CC1(C(=O)NCCc2ccccc2)Cc2c(-c3ccc(C(N)=O)cc3)ccnc2O1 (stereo not given)	-2	1	0.8	nt	nt	2	1	2	-4
O=C1CSC(c2ccccc2Br)N1c1ccc(Cl)cn1 (stereo not given)	-2	-2	0.6	-8	-17	-6	-22	15	59*
COc1ccccc1CNc1nc2cc(-c3ccccc3C)sc2c(=O)n1C	-12	0	0.6	nt	nt	-1	4	-7	-9
Cc1ccc2c(c1)/C(=C/c1ccccc1)C(=O)N2	-10	0	-0.3	0	-7	-8	19	-7	-26
COc1ccc(C(=O)NC2CCCCCC2)cc1OC1CCN(C(C)=O)CC1	-7	8	2.8	-10	-7	-1	-1	-13	-6
C[C@@H]1CN([C@@H](C)CO)C(=O)CCCn2nncc2CO[C@@H]1CN(C)C(=O)Nc1ccc2c(c1)OCO2	-9	0	0.9	nt	nt	-2	11	-22	-16
CNS(=O)(=O)c1cc(OC)ccc1OC	-8	1	-0.5	-9	-6	-2	8	-7	-10
Cc1ccc(C(=O)NCCc2nnc3ccc(NCc4ccc5c(c4)OCO5)nn23)cc1	0	0	-0.2	1	-8	-5	11	3	-17
Fc1ccc(NC(=S)Nc2ccc3nccnc3c2)cc1	-16	7	1.4	-2	-4	-7	-3	-24	-3
N#C/C(=C/c1ccc(-c2cccc([N+](=O)[O-])c2)o1)C(=O)Nc1nc(-c2cccs2)cs1	-12	2	0.5	nt	nt	0	9	-4	-7
CSc1ncc(Cl)c(C(=O)Nc2ccccc2[N+](=O)[O-])n1	-6	1	0.5	-3	2	-1	3	-4	-10
COc1ccc(-c2cc(=O)oc3cc(OC(C)C(=O)NCCCn4ccnc4)ccc23)cc1 (stereo not given)	1	2	0.8	-11	-3	-10	11	-22	-15
c1cn(CCCNc2ncnc3nc[nH]c23)cn1	0	0	-0.2	-6	6	-4	-1	3	3
CN(C)C(=O)CCc1ccc2c3c([nH]c2c1)[C@]1(CCC2CCCC2)[C@@H](C(=O)N2CCOCC2)C[C@H](CC(=O)NCCCn2ccnc2)C(=O)N1CC3	14	0	2.1	nt	1	-10	6	-12	-3
CN(C)c1ccc(C(C(=O)NC(C)(C)C)N(C(=O)c2csnn2)C2CC2)cc1 (stereo not given)	-3	1	0.8	1	-2	-5	10	0	-5
O=S(=O)(NCc1ccccc1Cl)c1ccc(-n2cccn2)cc1	-9	7	3.7	-12	-5	1	3	3	3
CCSc1nnc(SCC(=O)c2c(N)n(C)c(=O)n(C)c2=O)s1	-2	2	0.8	nt	nt	2	5	3	5
Cc1ccc(C)c(Cn2cnc3c(cnn3C(C)(C)C)c2=O)c1	-8	3	1.0	-21	-15	3	9	-7	-9
NC(N)=NS(=O)(=O)c1ccc(NC(=S)NC(=O)c2ccccc2)cc1	-15	0	0.6	-1	-4	-4	6	-11	-14
NC(=O)C1CCN(c2cc(Cl)ccc2[N+](=O)[O-])CC1	-6	0	0.1	-1	-18	-3	9	-9	-11
Cn1c(=O)c2c(nc(CN3CCN(C(=O)c4ccco4)CC3)n2Cc2ccccc2)n(C)c1=O	1	0	-0.2	6	-18	-2	4	-7	-5
Cc1cc(N2CCOCC2)nc(SCC(=O)OCc2ccccc2)n1	-4	3	0.7	-23	-4	1	5	-1	-5
Cc1ccc(S(=O)(=O)N(CC(=O)Nc2cccc([N+](=O)[O-])c2)Cc2ccc(Cl)cc2)cc1	7	3	1.9	-18	7	-6	-13	0	7
CC(C)c1ccc(CNc2ccc(N3CCOCC3)cc2)cc1	3	1	0.4	-10	-19	-3	4	2	-9
O=C(CCN1CCN(c2ccccc2F)CC1)Nc1cccc(F)c1	-4	2	0.9	-6	-10	-6	4	-1	-12
CNC(C)C(=O)NC(C(=O)N1CCCC1C(=O)Nc1ccc2ncccc2c1)C(C)C (stereo not given)	-9	0	0.3	-6	1	2	32*	-14	-17
Cc1cc(SCC(N)=O)nc(SCC(=O)c2ccccc2)n1	-8	3	0.6	-9	-7	-3	5	-3	-8
CC(C)C[C@@H]1COc2cccc(N(C)CCO)c2S(=O)(=O)N1	9	1	0.9	nt	nt	nt	nt	9	nt
CC(C)n1nnnc1C1c2ccccc2C(=O)N1CCCn1ccnc1 (stereo not given)	-19	2	0.8	nt	nt	nt	nt	-2	nt
CN(C(=O)c1c(Cl)cnn1C)C12CC3CC(CC(C3)C1)C2	-1	0	0.2	-6	-11	-6	6	13	-13
O=C(OCC(=O)c1c[nH]c2ccccc12)c1cc2ccccc2cc1O	-2	5	3.9	-6	5	-5	-2	-2	14
O=C(COC(=O)c1ccc([N+](=O)[O-])o1)NC1CCS(=O)(=O)C1 (stereo not given)	-2	1	0.3	-2	-8	-5	-1	3	0
Cc1ccc(C(=O)N2N=C(c3cccc(NS(C)(=O)=O)c3)CC2c2cccs2)cc1 (stereo not given)	-2	13	5.4	-9	11	0	3	3	-5
CCCCCC(=O)Nc1cccc(S(=O)(=O)NC2=NCCCCC2)c1	-5	1	0.0	-2	-8	-4	8	6	-8
CSCC[C@H](NC(=O)[C@H](Cc1ccccc1)n1c(=O)[nH]c2ccccc2c1=O)C(=O)NCC1CCC(C(=O)O)CC1 (stereo not given in full)	-6	1	0.4	-1	-5	-3	-2	-17	-3
CC(=O)Nc1ccc2nc(CN3CCN(CC(C)C)C(CCO)C3)ccc2c1 (stereo not given)	-11	2	2.1	3	-10	-8	5	-18	-7
O=C(NCC1OCCc2ccccc21)c1cc(COc2c(F)cccc2F)on1 (stereo not given)	-7	5	2.7	-21	-29	-4	-5	-5	3
CCOc1ccc(CN2CCN(Cc3cc4c(cc3Cl)OCO4)CC2CCO)cc1 (stereo not given)	-19	5	4.3	-4	-14	-6	-10	-16	-1
O=C(COC(=O)C1CCCC1)Nc1cccc(Cl)c1Cl	-12	0	-0.3	-1	-9	-3	8	1	-7

Five compounds picked at random from the list so far:
SMILES	CHO-K1 Ca antag	CHRM4 agonist	M1 ag parental	OXTR potentiate	CHO parental Ca	M1 ag	M1 PAM	M4 antag	M1 antag
CC(C)c1ccc(CNc2ccc(N3CCOCC3)cc2)cc1	3	1	0.4	-10	-19	-3	4	2	-9
Cc1ccc(S(=O)(=O)N(CC(=O)Nc2cccc([N+](=O)[O-])c2)Cc2ccc(Cl)cc2)cc1	7	3	1.9	-18	7	-6	-13	0	7
Cc1cc(N2CCOCC2)nc(SCC(=O)OCc2ccccc2)n1	-4	3	0.7	-23	-4	1	5	-1	-5
CSCC[C@H](NC(=O)[C@H](Cc1ccccc1)n1c(=O)[nH]c2ccccc2c1=O)C(=O)NCC1CCC(C(=O)O)CC1 (stereo not given in full)	-6	1	0.4	-1	-5	-3	-2	-17	-3
O=C(OCC(=O)c1c[nH]c2ccccc12)c1cc2ccccc2cc1O	-2	5	3.9	-6	5	-5	-2	-2	14

The listing picks up; the five compounds before the break are reprinted first.
SMILES	CHO-K1 Ca antag	CHRM4 agonist	M1 ag parental	OXTR potentiate	CHO parental Ca	M1 ag	M1 PAM	M4 antag	M1 antag
CSCC[C@H](NC(=O)[C@H](Cc1ccccc1)n1c(=O)[nH]c2ccccc2c1=O)C(=O)NCC1CCC(C(=O)O)CC1 (stereo not given in full)	-6	1	0.4	-1	-5	-3	-2	-17	-3
CC(=O)Nc1ccc2nc(CN3CCN(CC(C)C)C(CCO)C3)ccc2c1 (stereo not given)	-11	2	2.1	3	-10	-8	5	-18	-7
O=C(NCC1OCCc2ccccc21)c1cc(COc2c(F)cccc2F)on1 (stereo not given)	-7	5	2.7	-21	-29	-4	-5	-5	3
CCOc1ccc(CN2CCN(Cc3cc4c(cc3Cl)OCO4)CC2CCO)cc1 (stereo not given)	-19	5	4.3	-4	-14	-6	-10	-16	-1
O=C(COC(=O)C1CCCC1)Nc1cccc(Cl)c1Cl	-12	0	-0.3	-1	-9	-3	8	1	-7
CCn1c(SCCC#N)nnc1-c1ccncc1	-5	0	0.2	-4	9	-2	-2	7	14
Cc1ccc(NC(=O)CCn2c(=O)oc3ccccc32)cc1	-5	3	1.5	-13	-22	-4	6	-3	-6
Cc1ccc(/C=C/C(=O)O)cc1S(=O)(=O)N(C)CCO	-12	1	0.5	-4	-11	-5	4	-13	-12
CC(=O)OCCOc1nc(N(C)C)nc(N(C)C)n1	-4	0	-0.1	-1	-4	-2	6	7	-3
COCCNC(=S)N1CCOCC1	-2	0	0.6	-1	-7	-2	7	2	-6
CCCC(C(=O)NCc1ccco1)N(C(=O)CNS(=O)(=O)c1ccccc1)c1ccc(OC)cc1 (stereo not given)	-2	0	0.3	-9	-13	-6	5	-6	1
CCOC(=O)C1=CCN(S(=O)(=O)c2ccc(C)cc2)C1c1ccc(Br)cc1 (stereo not given)	8	-2	0.5	nt	nt	-4	0	-1	6
CC(=O)Nc1cccc(C(=O)OC(C)C(=O)NCc2ccc3c(c2)OCO3)c1 (stereo not given)	-9	3	0.6	-4	-7	0	1	-3	-16
O=[N+]([O-])c1ccc(COc2ccccc2CN2CCOCC2)cc1	-14	1	0.8	nt	nt	-10	-5	0	1
CCOC(=O)c1c(NC(=O)CSC2=NN3CCCC(=O)N=C3S2)sc2c1CCCCC2	-2	0	1.2	-7	-5	-6	-7	-7	0
CC(NC(=O)Nc1ccc([N+](=O)[O-])cc1)C(c1cccs1)N1CCCC1 (stereo not given)	12	50*	25*	-16	-17	16	-4	-9	7
CCOc1ccc(Cl)cc1-c1cc(C(=O)Nc2ccc(OC)cc2OC)[nH]n1	-1	0	0.4	nt	nt	-4	-11	-10	17
O=C(NC1CC1)c1cc(-c2ccccn2)nc2ccccc12	-1	4	1.2	-8	-6	0	-4	-8	-48
COc1ccc(Cl)cc1S(=O)(=O)Nc1ccncc1	9	2	-0.6	7	-8	-2	4	-6	2

3 of the entries above in order of the CHRM4 agonist value, descending:
mol | CHRM4 agonist | OXTR potentiate | M1 PAM | M4 antag | M1 antag
O=C(NC1CC1)c1cc(-c2ccccn2)nc2ccccc12 | 4 | -8 | -4 | -8 | -48
COc1ccc(Cl)cc1S(=O)(=O)Nc1ccncc1 | 2 | 7 | 4 | -6 | 2
CCCC(C(=O)NCc1ccco1)N(C(=O)CNS(=O)(=O)c1ccccc1)c1ccc(OC)cc1 (stereo not given) | 0 | -9 | 5 | -6 | 1
